hIAP block: human IAP inhibition | inhibition, % at 10 µM | actives 0.12% (n = 330,000) | P09923 | purified IAP, CDP-Star luminescence, 30 min;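 active = inhibition reaching a set limit with compound at 10 µM in the primary screen, cut at about 35% in these data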;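 note: plate controls were DMSO wells with enzyme for no effect and no-enzyme buffer wells for full effect; values of inactives mirror those of a sister screen read the other way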
Target sequence (P09923 whole entry, looked up): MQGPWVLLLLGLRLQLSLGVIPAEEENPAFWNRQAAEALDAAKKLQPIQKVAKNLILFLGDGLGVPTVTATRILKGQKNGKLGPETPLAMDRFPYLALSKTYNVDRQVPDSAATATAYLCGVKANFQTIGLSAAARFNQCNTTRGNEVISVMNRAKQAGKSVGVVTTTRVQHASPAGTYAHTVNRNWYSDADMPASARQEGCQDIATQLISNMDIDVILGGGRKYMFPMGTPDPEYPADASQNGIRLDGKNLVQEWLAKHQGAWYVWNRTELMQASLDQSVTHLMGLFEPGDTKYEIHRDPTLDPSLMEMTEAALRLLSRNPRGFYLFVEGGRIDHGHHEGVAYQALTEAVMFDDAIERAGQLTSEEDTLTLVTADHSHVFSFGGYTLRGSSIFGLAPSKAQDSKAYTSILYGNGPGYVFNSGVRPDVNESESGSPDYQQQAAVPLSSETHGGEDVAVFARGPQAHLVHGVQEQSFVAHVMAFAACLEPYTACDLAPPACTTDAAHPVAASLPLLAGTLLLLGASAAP
A3A deaminase: blocks human APOBEC3A ssDNA deamination; P31941; recombinant A3A, FAM/TAMRA ssDNA deamination fluorescence; inhibition, % at 20 µM; actives 0.41% (n = 330,000); AID 493011;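 active = at least 40% inhibition at 20 µM here, with at most 30% in a related deaminase screen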;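 note: plate controls were A3A with DMSO for no effect and wells lacking A3A enzyme for full effect; some results filed as inactive read as strong as hits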
Target sequence (P31941 whole entry, looked up): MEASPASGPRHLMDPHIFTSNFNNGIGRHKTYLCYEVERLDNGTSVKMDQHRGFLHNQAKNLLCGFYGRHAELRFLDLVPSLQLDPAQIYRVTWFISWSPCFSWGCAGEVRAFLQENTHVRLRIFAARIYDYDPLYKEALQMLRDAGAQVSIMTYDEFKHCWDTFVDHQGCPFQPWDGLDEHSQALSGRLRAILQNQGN
mIAP act: increases mouse intestinal alkaline phosphatase activity | muIAP, CDP-Star luminescence, 30 min; active compounds read high; 1 = vehicle-only enzyme signal, 0 = enzyme-free wells | activation factor at 10 µM | actives 0.24% (n = 330,000) | AID 2805;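 active = activation factor of at least 2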; note: the source names both 10 and 20 µM as test concentration; values of inactives mirror those of a sister screen read the other way
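Assay system: mouse IAP enzyme / Compound: DMSO-dissolved test compounds / Timing: 30 min, room temperature / Measured by: luminescence from enzymatic CDP-Star hydrolysis / Control set: DMSO-only wells, enzyme-free buffer wells as negative control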
MPTP block: permeability transition pore inhibition. isolated mouse mitochondria, Ca2+ swelling absorbance, 30 min. inhibition, % at 10 µM. actives 1.4% (n = 360,000). AID 602449;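 active = inhibition of 50% or more, scaled per plate between neutral and stimulator controls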;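 note: 0% = DMSO wells given calcium and 100% = 1 mM EGTA wells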
MIN6 prolif: MIN6 beta-cell proliferation induction; MIN6 cells proliferation, ATPlite luminescence, 48 h; cells starved in 0.2% serum; 100% = growth in 10% serum; proliferation, % at 10 µM; actives 0.29% (n = 330,000); AID 2380;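 active = compounds whose signal lies at least 3.5 SD above the mean of all wells on their plate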;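 note: 0% = DMSO-treated cells in low-serum medium and 100% = 10% serum control; some compounds called inactive have numbers as strong as hits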
A3G deaminase: blocks human APOBEC3G single-stranded DNA deamination; Q9HC16; recombinant A3G, ssDNA deamination FAM/TAMRA fluorescence; AID 493012; actives 0.28% (n = 330,000); inhibition, % at 20 µM;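 active = inhibition of at least 40% at 20 µM, with no more than 30% in the related APOBEC3A deaminase screen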;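 note: plate controls were DMSO wells with A3G for no effect and wells lacking A3G enzyme for full effect; some compounds called inactive have numbers as strong as hits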
GRIN3A LBD mod: NR3A (human) ligand-binding domain modulation | NR3A LBD differential scanning fluorimetry, Tm shift; 0% = protein alone, 100% = glycine-bound protein | Tm shift relative to glycine control, % at 25 µM | actives 2.5% (n = 340,000) | AID 1259313;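 active = melting temperature shift of at least 10% of the positive control shift, at one fixed dose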
hIAP activ: human IAP activation; P09923; purified human IAP, CDP-Star luminescence, 30 min; active compounds read high; 1 = vehicle-only enzyme, 0 = enzyme-free background; activation factor at 10 µM; actives 0.16% (n = 330,000); AID 2524;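 active = activation factor of the enzyme at least 2-fold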; note: the source names both 10 and 20 µM as test concentration; values of inactives mirror those of a sister screen read the other way
mIAP block: mouse IAP inhibition; purified mouse IAP, CDP-Star luminescence, 30 min; inhibition, % at 10 µM; actives 0.2% (n = 330,000);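 active = inhibition of at least 40% at 10 µM in the primary screen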;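 note: plate controls were DMSO with enzyme for no effect and no enzyme wells for full effect; values of inactives mirror those of a sister screen read the other way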
Numbers without * were called inactive.

1. COc1ccccc1OCCCOc1c(Cl)cc(C)cc1Cl
2. CC(OC(=O)c1cc2sccc2n1C)C(=O)NCC1CCCO1 (stereo unspecified)
3. O=S(=O)(NCCc1csc(-c2ccccc2)n1)c1ccc2c(c1)OCCO2
4. CCOC(=O)c1c(CN2CCOCC2)n(-c2ccccc2)c2ccc(O)cc12
5. CC1(C)C2([N+](=O)[O-])CN3CC1([N+](=O)[O-])CN(C2)C3C(O)C(O)C(O)CO (stereo unspecified)

assay / entry,1,2,3,4,5
hIAP block,7,3,-9,-19,6
A3A deaminase,-3,-1,-3,-3,1
mIAP act,0.97,0.93,1.1,1,1
MPTP block,0.4,-0.2,-3.9,-0.3,-0.3
MIN6 prolif,-4,0,0,-6,-2
A3G deaminase,-3,0,-9,-5,-2
GRIN3A LBD mod,6,0,2,1,0
hIAP activ,0.93,0.97,1.1,1.2,0.94
mIAP block,3,7,-7,-2,-3

Profiles from above. Values in the order: hIAP block, A3A deaminase, mIAP act, MPTP block, MIN6 prolif, A3G deaminase, GRIN3A LBD mod, hIAP activ, mIAP block
Shown for `COc1ccccc1OCCCOc1c(Cl)cc(C)cc1Cl` : 7, -3, 0.97, 0.4, -4, -3, 6, 0.93, 3
Shown for `CC1(C)C2([N+](=O)[O-])CN3CC1([N+](=O)[O-])CN(C2)C3C(O)C(O)C(O)CO` (stereo unspecified) : 6, 1, 1, -0.3, -2, -2, 0, 0.94, -3
Shown for `O=S(=O)(NCCc1csc(-c2ccccc2)n1)c1ccc2c(c1)OCCO2` : -9, -3, 1.1, -3.9, 0, -9, 2, 1.1, -7
Shown for `CC(OC(=O)c1cc2sccc2n1C)C(=O)NCC1CCCO1` (stereo unspecified) : 3, -1, 0.93, -0.2, 0, 0, 0, 0.97, 7
Shown for `CCOC(=O)c1c(CN2CCOCC2)n(-c2ccccc2)c2ccc(O)cc12` : -19, -3, 1, -0.3, -6, -5, 1, 1.2, -2

Continued.
6. O=C(NNC1=Nc2ccccc2SC1)c1ccc(F)cc1
7. COc1cccc(C(O)c2nc3ccccc3n2C(C)C)c1 (stereo unspecified)
8. Cc1cc(NC(=O)c2c(Br)cnn2C)no1
9. CCOCCCNC(=O)c1ccc2c(c1)OCO2
10. Nc1nc(SCC(=O)Nc2ccc(Cl)cc2)[nH]c(=O)c1-c1ccccc1

assay / entry,6,7,8,9,10
hIAP block,-38,-14,30,-9,-3
A3A deaminase,-2,-2,-6,1,3
mIAP act,1.1,0.97,0.92,0.93,0.98
MPTP block,3.9,0.5,-1.9,-0.2,-0.9
MIN6 prolif,0,-3,1,0,-4
A3G deaminase,-7,-7,-8,-5,2
GRIN3A LBD mod,1,-1,2,1,-5
hIAP activ,1.4,1.1,0.7,1.1,1
mIAP block,-13,3,8,7,2

11. O=[N+]([O-])c1ccccc1S(=O)(=O)c1ccccc1
12. O=c1ccc(/C=C/c2ccccc2)nn1Cc1ccc(Cl)cc1Cl
13. Cc1nnc(Sc2nc3c(c(=O)n(C)c(=O)n3C)n2Cc2ccc(Cl)cc2)s1
14. CN(C)S(=O)(=O)c1cccc(NC(=O)Cn2cnc3ccccc3c2=O)c1
15. CCOC(=O)c1sc2nc(NC(=O)C3CC3)sc2c1C

assay / entry,11,12,13,14,15
hIAP block,-4,-5,1,0,8
A3A deaminase,-1,-5,0,8,-5
mIAP act,0.96,1,1,1,0.96
MPTP block,0.2,-0.1,4.9,-2.1,-0.4
MIN6 prolif,-2,-4,0,-3,5
A3G deaminase,-9,2,-7,-1,-7
GRIN3A LBD mod,-2,-5,2,0,1
hIAP activ,1,1.1,0.99,1,0.92
mIAP block,4,0,-4,-2,4

16. COc1ccc(C2(O)CN(c3ccc(C)cc3)C3=[N+]2CCCC3)cc1 (stereo unspecified)
17. COc1cccc(CNC(=O)CCC2CCCN(C(=O)CCc3c(C)noc3C)C2)c1 (stereo unspecified)
18. Cn1cnnc1SC(C(=O)Nc1cc(Cl)cc(Cl)c1)c1ccccc1 (stereo unspecified)
19. Cc1cccc(N2C(=O)C(Cc3ccccc3)NC2=S)c1 (stereo unspecified)
20. COc1ccc(C(CNC(=O)c2ccc(C)c(S(=O)(=O)Nc3ccccc3OC)c2)N2CCCC2)cc1 (stereo unspecified)

assay / entry,16,17,18,19,20
hIAP block,-22,-21,-3,19,14
A3A deaminase,-2,6,-2,1,0
mIAP act,0.98,0.86,1.1,0.96,1
MPTP block,-0.4,1.0,3.5,0.4,-0.6
MIN6 prolif,-3,-3,-4,-1,-5
A3G deaminase,-5,5,-8,-4,25
GRIN3A LBD mod,0,-2,-11,2,-1
hIAP activ,1.2,1.2,1,0.81,0.86
mIAP block,2,14,-12,4,-4

21. CC(=O)N1N=C(c2ccccc2)OC1c1cccnc1 (stereo unspecified)
22. Cc1cn(-c2cccnc2)c(C)c1CNC[C@H]1O[C@@H](n2cnc3c(N)ncnc32)[C@H](O)[C@@H]1O
23. CC(C)c1nc(SCC(=O)c2ccccc2)c2c(=O)n(C)c(=O)n(C)c2n1
24. CCCc1cc(=O)[nH]c(Nc2cc(OC)ccc2OC)n1
25. CCNS(=O)(=O)c1ccc(OCCNS(C)(=O)=O)cc1

assay / entry,21,22,23,24,25
hIAP block,-10,-4,24,2,9
A3A deaminase,-1,-6,-2,-5,-1
mIAP act,1,0.98,0.92,1.1,1
MPTP block,-0.4,0.0,1.5,-0.2,-0.6
MIN6 prolif,-3,-2,-2,-1,-3
A3G deaminase,-4,-9,-3,-7,-4
GRIN3A LBD mod,-2,3,-4,1,1
hIAP activ,1.1,1,0.76,0.98,0.91
mIAP block,-2,2,8,-10,-1

26. COCc1c(C(=O)N/N=C(/C)c2ccccc2)nnn1-c1nonc1N
27. O=S(=O)(c1ccccc1)c1nc(Nc2cccc(O)c2)sc1Cl
28. O=C(CCSCCc1ccccn1)Nc1ccc(Br)cn1
29. N#Cc1c(N(CCO)CCO)nc(N)c2c(N)nc3c(c12)CC(=O)N3Cc1cccs1
30. O=C(CCC(=O)OCC(=O)c1ccc(F)cc1)NC1CCCCC1

assay / entry,26,27,28,29,30
hIAP block,2,3,7,11,5
A3A deaminase,-1,-3,3,1,1
mIAP act,0.91,1,1,0.86,1
MPTP block,-2.5,54*,-1.3,2.3,-1.1
MIN6 prolif,-3,-5,-2,1,-2
A3G deaminase,15,-9,-1,-4,2
GRIN3A LBD mod,2,11*,-1,-2,-1
hIAP activ,0.98,0.97,0.93,0.89,0.95
mIAP block,9,0,-2,14,-5

31. COc1cc(/C=N/NC(=O)c2cccc(NC(=O)c3ccccc3Cl)c2)ccc1O
32. NC(=O)c1ccc(NC(=O)COC(=O)CCCc2c[nH]c3ccccc23)cc1
33. CN(C(=O)CSc1nc(N)nn1-c1ccccc1)c1ccccc1
34. CCOC(=O)C(=O)Nc1ccccc1C(=O)NCc1ccccc1
35. COc1ccc(OC)c(NC(=O)c2ccc(NC(C)=O)cc2)c1

assay / entry,31,32,33,34,35
hIAP block,-16,-3,-3,-86,-6
A3A deaminase,-6,-2,-1,-3,-3
mIAP act,1.1,1,1,1,0.94
MPTP block,-0.6,-1.7,-2.8,3.6,1.9
MIN6 prolif,1,-2,1,-2,-4
A3G deaminase,-5,-2,0,-8,-10
GRIN3A LBD mod,-17,10*,-1,-1,4
hIAP activ,1.2,1,1,1.9,1.1
mIAP block,-7,0,-2,-2,6

36. CC(C)CNC(=S)N1CCN(c2nc(-c3ccc(Cl)cc3)cs2)CC1
37. Cc1cc(C)c2sc(NNC(=O)C3COc4ccccc4O3)nc2c1 (stereo unspecified)
38. COc1cccc(NC(=O)CSc2nnc(Cn3c(=O)sc4ccccc43)n2C)c1
39. Cc1ccc(S(=O)(=O)N(C)C)cc1NC(=O)COC(=O)CNC(=O)c1cccs1
40. CCS(=O)(=O)N1CCC(NC(=O)C(Cc2cccc(OC)c2OC)NC(C)=O)CC1 (stereo unspecified)

assay / entry,36,37,38,39,40
hIAP block,-31,-83,-22,-16,-26
A3A deaminase,-5,-4,1,-4,1
mIAP act,1,1,1,0.98,0.99
MPTP block,45,1.5,0.6,-0.5,-0.1
MIN6 prolif,-4,-5,1,0,3
A3G deaminase,-8,-7,0,-1,-4
GRIN3A LBD mod,5,-1,0,-2,-2
hIAP activ,1.3,1.8,1.2,1.2,1.3
mIAP block,-5,-2,-1,2,1

41. CCOC(=O)c1ccc(NC(=O)CSc2nc(N)c(NC(=O)c3ccc(Br)o3)c(=O)[nH]2)cc1
42. CC(=O)C[C@H]1c2cc(C(F)(F)F)ccc2S(=O)(=O)N1C1CCCCC1
43. O=c1c2ccc(Cl)cc2nc(-c2cccc(C(F)(F)F)c2)n1O
44. Cn1c(=O)cc(OCC(=O)NCc2cccnc2)c2ccccc21
45. CCOC(=O)[C@@H]1[C@H]2COc3cc(OC)ccc3[C@H]2N2C(=O)N(c3ccccc3)C(=O)[C@]12C

assay / entry,41,42,43,44,45
hIAP block,-36,0,-11,-30,4
A3A deaminase,-1,1,0,-1,-1
mIAP act,0.9,1,0.9,0.96,1.1
MPTP block,-0.2,1.8,-0.6,0.6,-1.4
MIN6 prolif,0,0,-4,-2,-2
A3G deaminase,-9,1,-2,-5,-8
GRIN3A LBD mod,3,1,-7,5,3
hIAP activ,1.4,1,1.1,1.3,0.96
mIAP block,10,-3,10,4,-12

46. CCCNC(=O)c1ccc2c(=O)n(Cc3ccco3)c(=S)[nH]c2c1
47. CCOc1ccc(-c2noc(CCCC(N)=O)n2)cc1OC
48. O=C(CSc1nnc(-c2ccccc2)o1)Oc1ccc(Br)cc1
49. O=S(=O)(/N=C(\c1ccc(Cl)cc1)N1CCOCC1)c1ccccc1
50. CC(C)(C)[C@H]1CCC(=O)N([C@H](CN=[N+]=[N-])Cc2ccccc2)CC1

assay / entry,46,47,48,49,50
hIAP block,3,12,-19,-5,7
A3A deaminase,3,2,-5,-3,2
mIAP act,0.36,1,0.96,0.9,1.1
MPTP block,0.3,-1.2,0.8,-2.9,0.3
MIN6 prolif,-3,-3,-2,-1,-2
A3G deaminase,-2,-2,-9,-3,8
GRIN3A LBD mod,0,-4,-1,-1,0
hIAP activ,0.97,0.89,1.2,1,0.93
mIAP block,64*,-1,4,10,-7

51. Cc1ccc2c(c1)c(-c1ccccc1)nc1nncn12
52. COC(=O)c1ccsc1NC(=O)CSc1nnnn1Cc1ccccc1
53. O=C(C1CCC(=O)N(C2CCCC2)C1)N1CCN(Cc2cccc(Cl)c2)CC1 (stereo unspecified)
54. COc1cc(C#N)ccc1OCC(=O)NCCC1=CCCCC1
55. COc1cccc(NC(=O)CN(C)C(C)C(=O)Nc2ccc(S(=O)(=O)N3CCCC3)cc2)c1 (stereo unspecified)
56. COc1ccc(-c2nn3c(-c4ccccc4)nnc3s2)cc1OC

assay / entry,51,52,53,54,55,56
hIAP block,18,-6,-8,-6,-16,-16
A3A deaminase,-4,-4,-1,-5,2,1
mIAP act,0.99,1.1,0.98,0.92,1.2,0.99
MPTP block,-0.8,-2.3,-1.4,-0.2,-1.6,-0.4
MIN6 prolif,3,-1,-1,2,0,2
A3G deaminase,-8,-11,-2,-8,-11,-1
GRIN3A LBD mod,2,-8,-2,0,-2,-3
hIAP activ,0.82,1.1,1.1,1.1,1.2,1.2
mIAP block,1,-8,2,8,-16,1
